# Screens deposited in PubChem by National Center for Advancing Translational Sciences (NCATS).
# Lamin A splicing = modulators of lamin A splicing; Potency, µM (titrated, usually from 46.1 µM), without a hit: at the highest dose ratio change, negative = inhibition, usual class: inhibitors; HeLa LMNA splicing GFP/RFP minigene ratio, 48 h; 0.01% of 200,000 active; active means well fitted inhibition curve with a large enough effect in the signal ratio, with a control signal flat, not every such curve was filed as active; inconclusive means small, poorly fitted or top-dose-only effect, or effect the other way, or a change in a side signal; the % refers to the signal ratio; further: on the % scale 0 is the no-effect control and ±100 the full control effect
#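 S3 HeLa stable clones carrying a lamin A-EGFP splicing minigene plus DsRed2 were seeded at 600 cells/well in Opti-MEM with 2% FBS, pin-dosed and incubated 48 h at 37°C. Acumen cytometry (488 nm) gave the GFP/RFP total-intensity ratio.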
# Epigenetic derep = derepresses silenced GFP reporter in murine cells; murine LDR cells, GFP reporter derepression, 30 h; Potency, µM (highest dose often 53.9 µM), inactives show top-dose GFP activation, most hits filed as activators; 0.2% of 280,000 active; active means well fitted activation curve with a large enough effect; inconclusive means small, poorly fitted or top-dose-only effect; further: % of control where 0% means no effect; nearly all actives have a fitted effect of over 60% in size
#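 Reporter derepression read as number of fluorescent GFP-positive objects, 20-120 um in size, counted by laser-scanning cytometer. Mouse LDR line with an epigenetically silenced CMV-GFP locus; compound incubation 30 h, 37 C.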
# * marks the source's active call; other numbers are inactive results; ? = inconclusive; [ ] = another dose, or the depositor's remark. Potency means the concentration at half of the fitted maximal effect.
smiles	Lamin A splicing	Epigenetic derep
COC(=O)c1ccc2c(c1)N(Cc1cc(C)ccc1C)C(=O)c1ccccc1S2(=O)=O	-21%[46 µM]	1.5%
CCN(CC)c1ccc(NC(=O)CCS(=O)(=O)c2cc3c(cc2Cl)NC(=O)CO3)c(C)c1	-23%[46 µM]	1.4%
CCC1CCCCN1C(=O)c1ccc2c(c1)N(Cc1cccc(Cl)c1)C(=O)c1ccccc1S2(=O)=O (stereo not given)	?	-1.1%
Cc1c(Cl)cccc1NC(c1ccc(F)cc1)c1nnc(-c2ccccc2)o1 (stereo not given)	?	0.0%
CC(=O)c1cccc(NC(=O)c2oc(=O)c3ccccc3c2-c2ccccc2)c1	-17%[46 µM]	-0.7%
CCOc1ccc(-n2c(SCC(=O)N3CCCCC3)nc3c([nH]c4ccccc43)c2=O)cc1	6%[46 µM]	2.8%
CCOC(=O)c1ccccc1NC(=O)CSc1nc2ncccc2o1	1%[46 µM]	2.9%
Cc1ccccc1CNC(=O)CCC(=O)N1CC2CCCN2c2ccccc21 (stereo not given)	-8%[46 µM]	5.9%
CCN(CC)CCCNC(=O)c1oc2c(c1C)-c1nn(Cc3ccc(Cl)cc3)cc1CC2	?	3.9%
COc1ccc(NC(=O)C2CCN(C(=O)c3sc4nc[nH]c(=O)c4c3C)CC2)c(OC)c1	-6%[46 µM]	0.8%
O=C(CN1C(=O)CSc2ccc(S(=O)(=O)N3CCCC3)cc21)NCc1ccc(F)cc1Cl	-7%[46 µM]	0.4%
O=C(Nc1nnc(S(=O)(=O)N2CCN(c3ccc(F)cc3)CC2)s1)c1ccc(Cl)cc1	2%[46 µM]	?
Cc1nn(-c2ccc(N3CCCC3)nn2)c(C)c1CCC(=O)N1CCN(c2ccccc2F)CC1	?	0.0%
CN(C)c1cccc(C(=O)Nc2nc3ccc(S(=O)(=O)N4CCCC4)cc3s2)c1	-6%[46 µM]	5.0%
O=C(C1CC1)N1CCN(c2nc3c(F)cc(F)cc3s2)CC1	24%[46 µM]	1.3%
Cc1cn2c(=O)cc(COC(=O)c3ccc(NC(=O)COc4ccccc4F)cc3)nc2s1	13%[46 µM]	-5.7%
CCC(=O)N1CCc2cc(CNS(=O)(=O)c3cc(Cl)ccc3OC)ccc21	-10%[46 µM]	-0.6%
COc1ccccc1NC(=O)N(Cc1nnc2n1CCCCC2)c1ccc(F)cc1	?	-1.1%
CCOC(=O)N1CCc2c(sc3c2c(=O)n(-c2ccc(Cl)cc2)c(=O)n3CC(=O)Nc2ccccc2)C1	?	8.9%
O=C(Nc1cc(-c2ccccc2F)nn1-c1ccccc1)c1ccccc1Br	?	11%

# Three entries out of the list above, arranged by their value in Epigenetic derep, descending:
smiles	Epigenetic derep
CCOC(=O)c1ccccc1NC(=O)CSc1nc2ncccc2o1	2.9%
CC(=O)c1cccc(NC(=O)c2oc(=O)c3ccccc3c2-c2ccccc2)c1	-0.7%
CCC1CCCCN1C(=O)c1ccc2c(c1)N(Cc1cccc(Cl)c1)C(=O)c1ccccc1S2(=O)=O (stereo not given)	-1.1%

# Back to the main list, starting 7 compounds before the break.
smiles	Lamin A splicing	Epigenetic derep
CN(C)c1cccc(C(=O)Nc2nc3ccc(S(=O)(=O)N4CCCC4)cc3s2)c1	-6%[46 µM]	5.0%
O=C(C1CC1)N1CCN(c2nc3c(F)cc(F)cc3s2)CC1	24%[46 µM]	1.3%
Cc1cn2c(=O)cc(COC(=O)c3ccc(NC(=O)COc4ccccc4F)cc3)nc2s1	13%[46 µM]	-5.7%
CCC(=O)N1CCc2cc(CNS(=O)(=O)c3cc(Cl)ccc3OC)ccc21	-10%[46 µM]	-0.6%
COc1ccccc1NC(=O)N(Cc1nnc2n1CCCCC2)c1ccc(F)cc1	?	-1.1%
CCOC(=O)N1CCc2c(sc3c2c(=O)n(-c2ccc(Cl)cc2)c(=O)n3CC(=O)Nc2ccccc2)C1	?	8.9%
O=C(Nc1cc(-c2ccccc2F)nn1-c1ccccc1)c1ccccc1Br	?	11%
COc1ccc(CCNC(=O)Cn2cc(C(=O)c3ccc(Cl)cc3)c(=O)c3ccc(C)nc32)cc1OC	7%[46 µM]	2.5%
COc1ccc(F)cc1S(=O)(=O)Nc1ccc2c(c1)CCCN2C(=O)c1cccs1	13%[46 µM]	-3.3%
Cc1cccc(C)c1NC(=O)CSc1nc2ncccc2o1	-6%[46 µM]	1.1%
COc1ccccc1Cc1nc2ccccc2nc1SCC(=O)Nc1c(C)cccc1C	-15%[46 µM]	-0.5%
O=C(CSc1nccn1Cc1ccco1)Nc1cccc(F)c1	?	-1.2%
CCCn1c2ccccc2c2cnn(CC(=O)NCCc3ccc(OCC)c(OCC)c3)c(=O)c21	-7%[46 µM]	-0.2%
Cc1cccc(CC(=O)NCCc2csc(-c3ccc(C(F)(F)F)cc3)n2)c1	13%[46 µM]	0.0%
CCc1cccc(NC(=O)CN(c2ccc(C)c(C)c2)S(=O)(=O)c2ccsc2C(=O)OC)c1	-20%[46 µM]	0.0%
Cc1ccc(NC(=O)CN2C(=O)COc3ccc(S(=O)(=O)NC4CCCC4)cc32)cc1N(C)C	6%[46 µM]	-0.4%
Cc1cccc(CNC(=O)CCn2c(=O)c3cccn3c3ccc(F)cc32)c1	2%[46 µM]	1.4%
COc1ccccc1CNC(=O)Cn1c(=O)ccc2cc(S(=O)(=O)N3CCC(C)CC3)ccc21	-11%[46 µM]	2.8%
CCOC(=O)CCC(=O)Nc1nnc2n1CCS2	12%[46 µM]	0.0%
CCc1ccc(CNC(=O)c2sc3nc[nH]c(=O)c3c2C)cc1	?	5.6%
COc1ccccc1NC(=O)CN1C(=O)c2ccccc2Sc2ccc(C(=O)N3CCCC3)cc21	-7%[46 µM]	0.8%
CCOC(=O)c1c(C)[nH]c(CCC(=O)Nc2ccc(Cl)cc2C)c1C	?	-1.7%
CCOC(=O)c1ccc(NC(=O)Cc2noc3ccc(C)cc23)cc1	3%[46 µM]	1.1%
CCN(c1ccc(Cl)cc1)S(=O)(=O)c1nnc(NC(=O)C(C)C)s1	-14%[46 µM]	0.8%
CN(Cc1ccco1)C(=O)c1ccc2c(c1)N(Cc1ccccc1F)C(=O)c1ccccc1S2	?	-1.1%
O=C(Cn1c(=O)oc2ccccc21)NCc1ccc(Cl)cc1	4%[46 µM]	-1.1%
CC(=O)Nc1nonc1-c1nnc(SCC(=O)Nc2ccc(C)c(Cl)c2)n1-c1ccccc1	-1%[46 µM]	3.2%
CC(=O)N1c2ccc(S(=O)(=O)N3CCCCCC3)cc2CC1C(=O)NCc1ccc(Cl)cc1 (stereo not given)	?	14%
Cc1ccccc1CNC(=O)C1=Cc2ccccc2OC1	2%[46 µM]	1.7%
CCOC(=O)c1c(C)[nH]c(C)c1S(=O)(=O)N1CCC(C(=O)N2CCN(c3ccc(Cl)cc3)CC2)CC1	3%[46 µM]	-0.5%
CCOc1ccccc1NC(=O)CSc1nc2ccccc2nc1Cc1ccc(C)cc1	?	3.1%
COc1ccc(-c2nc(Cn3c(=O)cc(C)c4c(C)nn(-c5ccccc5)c43)c(C)o2)cc1OC	4%[46 µM]	0.8%
Cc1ccc(CSc2nc3ccc(NC(=O)COc4ccccc4)cc3s2)cc1	?	-1.6%
CCN(CC)CCOC(=O)c1ccc(NC(=O)Cn2ncc3c([nH]c4ccc(C)cc43)c2=O)cc1	?	-0.4%
CC(C)(C)OC(=O)N1CCC(c2c(C(=O)NCCN3CCc4ccccc4C3)cnn2-c2ccc(F)cc2)CC1	?	-0.2%
O=C(Nc1ccc(Cl)c(C(F)(F)F)c1)C1CCCN(S(=O)(=O)c2cccc3cccnc23)C1 (stereo not given)	?	-1.1%
Cc1ccc(-n2cc(-c3ccccc3)c3c(NC4CCCC4)ncnc32)cc1	-17%[46 µM]	2.0%
CCCCC(=O)NC1(C(F)(F)F)C(=O)Nc2c1c(=O)[nH]c(=O)n2-c1ccc(F)cc1 (stereo not given)	?	0.0%
Cc1ccc2onc(CC(=O)N3CCN(c4ccc(F)cc4)CC3)c2c1	?	0.0%
Cc1nc(-c2ccc(S(=O)(=O)Nc3ccc(OC(F)(F)F)cc3)cc2)co1	0%[46 µM]	0.0%
CC(C)c1ccc(Nc2ncnc3c2nc2n3CCCC2)cc1	?	1.2%
CCc1ccc(N2C(=O)N(CC(=O)C(C)(C)C)c3ccccc3S2(=O)=O)cc1	-8%[46 µM]	-1.3%
O=C(NCCc1csc2nc(-c3ccccc3F)nn12)C(=O)Nc1cc(F)ccc1F	12%[46 µM]	4.2%
CCN1CCc2nc3sc(C(=O)c4ccc(F)cc4)c(N)c3cc2C1	-27%[46 µM]	?
CCCn1cc(S(=O)(=O)c2ccc(C)c(C)c2)c(=O)c2cc(F)c(N3CCC(C)CC3)cc21	-3%[46 µM]	-1.2%
Cc1ccc(OC(=O)c2cc(-c3ccc(Cl)cc3)on2)c(C)c1	20%[46 µM]	1.6%
O=C(NC1CCCCC1)c1ccc(CSc2nc3cccnc3n2Cc2ccc(F)cc2)cc1	1%[46 µM]	2.3%
CCOc1ccc(-c2nc(Cn3c(=O)cc(-c4ccccc4)c4c(C)nn(C)c43)c(C)o2)cc1	-5%[46 µM]	0.0%
Cc1c(C(=O)N2CCN(c3ccccc3)CC2)sc2nc3n(c(=O)c12)CCC3	-16%[46 µM]	0.0%
Cc1ccc(CNC(=O)c2c(-c3cccc(Br)c3)noc2C)o1	-8%[46 µM]	1.1%
Cc1ccc(S(=O)(=O)c2c(Nc3cc(C)ccc3C)sc(C(=O)c3ccc4c(c3)OCO4)c2N)cc1	?	-2.5%
Cc1ccc(NC(=O)NCCc2c(C)nn(C)c2C)c(Cl)c1	7%[46 µM]	4.0%
CCN(c1ccccc1)S(=O)(=O)c1nnc(NC(=O)COc2cccc(C)c2)s1	14%[46 µM]	8.9µM*
O=C(Nc1ccc(F)cc1)C1CCCN(c2ncnc3c2nc2n3CCCCC2)C1 (stereo not given)	-4%[46 µM]	1.1%
CC(C)CN1CCc2nc(N3CCN(C)CC3)ncc2C1	-18%[46 µM]	-2.5%
CCc1ccc(-n2nc(C)c3c(C)cc(=O)n(Cc4nc(-c5ccccc5)oc4C)c32)cc1	?	0.0%
Cc1ccc(S(=O)(=O)c2cnc(SCC(=O)Nc3cc(C)cc(C)c3)nc2N)cc1	?	2.5%
COc1ccc(NC(=O)CN2CCN(S(=O)(=O)c3ccc(Br)cc3)CC2)cc1	-4%[46 µM]	1.1%
CCc1ccc(Sc2cc(C(=O)O)c3ccccc3n2)cc1	?	1.7%
O=C(COc1ccccc1F)Nc1ccc2oc(-c3cccc(Cl)c3)nc2c1	?	4.8%
Cc1ccc(NC(=O)C2CCC(CNS(=O)(=O)c3cccs3)CC2)cc1C (stereo not given)	?	-1.1%
COc1ccc(CCC(=O)NC2CC(=O)N(c3ccccc3)C2)cc1 (stereo not given)	11%[46 µM]	-1.2%
COc1cc(C2C(=O)N(C3CCCCCC3)CC(=O)N2CCc2ccccc2)ccc1OC(C)C (stereo not given)	0%[46 µM]	0.6%
COc1ccccc1NC(=O)Cc1c(C(=O)O)[nH]c2ccc(Cl)cc12	9%[46 µM]	-1.1%
N#Cc1cccc(NC(=O)C2CCN(S(=O)(=O)c3ccc4[nH]c(=O)ccc4c3)CC2)c1	?	0.0%
CCN(c1ccccc1)S(=O)(=O)c1nnc(NC(=O)COc2ccccc2F)s1	8%[46 µM]	0.0%
COc1cccc(N2CCN(S(=O)(=O)c3ccc4[nH]c5c(c4c3)CCCC5)CC2)c1	0%[46 µM]	1.1%

# Other results follow.
# Sequence of screens – Lamin A splicing | Epigenetic derep
Cn1c(=O)n(C/C=C/c2ccccc2)c(=O)c2c1nc1n2CCN1c1ccccc1
    ? | 0.0%
Cc1cc(C)c(NC(=O)Cn2c(=O)n(Cc3ccccc3)c(=O)c3c(C)c(C(=O)N(C)C)sc32)c(C)c1
    30%[46 µM] | 13%
COc1cccc(NC(=O)c2sc(-n3nc(C)c(Cc4ccccc4Cl)c3C)nc2C)c1
    3%[46 µM] | -3.2%
CN1CC(=O)N(CC(=O)Nc2cccc(C#N)c2)c2ccccc2C1=O
    -1%[46 µM] | -1.3%
Cn1nnnc1SCCCNCc1ccccc1OCc1ccc(F)cc1
    -16%[46 µM] | 0.0%
COc1ccccc1NC(=O)C1CCCN(c2ncnc3onc(-c4ccc(F)cc4)c23)C1 (stereo not given)
    1%[46 µM] | -1.1%
Cc1ccc(S(=O)(=O)Cc2ccc(C(=O)N3CCN(c4cccc(C)c4C)CC3)o2)cc1
    5%[46 µM] | -1.1%
O=[N+]([O-])c1ccc(S(=O)(=O)NCc2nc3cccnc3n2Cc2ccccc2Cl)cc1
    -1%[46 µM] | 1.1%
CSc1ncc(C(=O)Nc2cccc(C)c2C)c(-c2ccccc2)n1
    7%[46 µM] | 1.2%
CCOc1ccccc1CNC(=O)CCCN1C(=O)CCn2nc(-c3cccn3C)cc21
    1%[46 µM] | -0.9%
CC(C)(C)OC(=O)N1CCC(c2c(C(=O)N3CCN(c4ccccn4)CC3)cnn2-c2ccccc2)CC1
    10%[46 µM] | -0.4%
O=C(CSc1nc(=O)n(Cc2ccco2)c2c1CCC2)NCc1ccccc1
    1%[46 µM] | 3.4%
Cc1ccc(N(C)C(=O)C2CCN(S(=O)(=O)c3c(C)noc3/C=C/c3c(C)cc(C)cc3C)CC2)cc1
    ? | -1.7%

# Some of the compounds tested (hit frequency here may not be typical).
